GDH-TPI counter – GDH-TPI coupling enzyme inhibitors, primary screen, artefact control for M. tuberculosis FBA inhibitor project, biochemical, absorbance, full deck; GDH-TPI coupled enzyme counterscreen, NADH absorbance; inhibition, % at 4.8 µM; 360,000 compounds, 1.2% hits;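 further: 0% = DMSO wells and 100% = wells lacking the enzyme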
Mtb FBA inh – Mtb FBA enzyme inhibitors, primary screen, biochemical, fluorescence, strain H37Rv; Fructose-bisphosphate aldolase (Mycobacterium tuberculosis (strain ATCC 25618 / H37Rv)), …; purified M. tuberculosis FBA, fluorescence read-out; inhibition, % at 1 µM; 360,000 compounds, 2.3% hits; in the data active means inhibition above about 27%;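 further: 0% = vehicle and 100% = reference inhibitor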
Target sequence (P9WQA3 whole entry, looked up): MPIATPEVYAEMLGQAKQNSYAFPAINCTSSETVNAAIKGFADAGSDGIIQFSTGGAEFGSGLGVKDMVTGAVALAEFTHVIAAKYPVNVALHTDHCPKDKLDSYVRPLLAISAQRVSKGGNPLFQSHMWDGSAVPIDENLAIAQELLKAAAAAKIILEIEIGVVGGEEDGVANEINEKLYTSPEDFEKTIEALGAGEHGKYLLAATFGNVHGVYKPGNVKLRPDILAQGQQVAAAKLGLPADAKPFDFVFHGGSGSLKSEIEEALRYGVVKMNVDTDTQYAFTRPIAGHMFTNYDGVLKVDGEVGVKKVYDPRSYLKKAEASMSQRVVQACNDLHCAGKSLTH
CCHF vOTU inh – CCHFV vOTU protease inhibitors, primary screen, biochemical, Pep-AMC substrate, fluorescence; AID 651958, 2012; Crimean-Congo hemorrhagic fever virus L polyprotein viral ovarian tumor (vOTU) protease …; inhibition, % at 11.5 µM; 370,000 compounds, 0.55% hits; further: 0% = vehicle wells with enzyme and 100% = no enzyme wells
BioA inh – M. tuberculosis BioA enzyme inhibitors, primary screen, biochemical, plate reader, single point, HTS; inhibition, % at 9.99 µM; 7,8-diaminopelargonic acid synthase BioA (Mycobacterium tuberculosis); purified M. tuberculosis BioA enzyme; 360,000 compounds, 0.096% hits; AID 602481, 2012; in the data active means inhibition above about 40%; inconclusive means no clear call, values can overlap the other calls
FadD28 binding – inhibitors of FadD28 bisubstrate probe binding, primary screen, biochemical, fluorescence polarization, single point | Mycobacterium tuberculosis FadD28 fatty-acid-AMP ligase | inhibition, % at 12.5 µM | 360,000 compounds, 0.22% hits; in the data active means inhibition above about 8.5%, passing the limit was not always enough; inconclusive means no clear call, values can overlap the other calls
BoNT-F LC inh – BoNT/F light chain protease inhibitors, primary screen, biochemical, flow cytometry, MLPCN library; Botulinum neurotoxin type F light chain protease (Clostridium botulinum); AID 588497, 2011; 360,000 compounds, 0.22% hits; Multiplex microsphere protease cleavage assay; inhibition, % at 10 µM; in the data active means inhibition above about 35%, passing the limit was not always enough; inconclusive means no clear call, values can overlap the other calls; further: plate controls were buffer without enzyme for full effect and enzyme alone for no effect
DUSP3 inh – VHR1 phosphatase inhibitors, primary screen, biochemical, absorbance, uHTS | inhibition, % at 13.3 µM | recombinant VHR phosphatase, pNPP absorbance | 290,000 compounds, 0.52% hits | Dual specificity protein phosphatase 3 (Homo sapiens), P51452; in the data active means inhibition above about 50%; further: some compounds called inactive have numbers as strong as hits
Target sequence (P51452 whole entry, looked up): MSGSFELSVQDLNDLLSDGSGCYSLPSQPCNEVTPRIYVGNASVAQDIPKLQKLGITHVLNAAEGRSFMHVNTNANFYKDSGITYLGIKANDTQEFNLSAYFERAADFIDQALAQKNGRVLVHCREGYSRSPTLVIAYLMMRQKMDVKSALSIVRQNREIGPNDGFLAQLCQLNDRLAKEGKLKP
UGM FP inh – M. tuberculosis UGM enzyme inhibitors, primary screen, biochemical, fluorescence polarization, single point; 320,000 compounds, 0.06% hits; inhibition, % at 10 µM; purified UGM, fluorescence polarization probe displacement; AID 504406, 2011; UDP-galactopyranose mutase (Mycobacterium tuberculosis (strain ATCC 25618 / H37Rv)), …; in the data active means inhibition above about 10%, passing the limit was not always enough; inconclusive means no clear call, values can overlap the other calls
Rv3671c protease – Rv3671c serine protease inhibitors, primary screen, biochemical, fluorescence polarization, M. tuberculosis H37Rv; inhibition, % at 5.96 µM; 320,000 compounds, 0.048% hits; AID 2606, 2010; in the data active means inhibition above about 38%;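 further: extracellular domain of Rv3671c used as enzyme; 0% = enzyme with DMSO and 100% = no enzyme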
MazF activator – activators of E. coli MazEF toxin-antitoxin RNase, primary screen, biochemical, fluorescence, uHTS; FAM/BHQ RNA-DNA oligo cleavage fluorescence, 5 h; activation, % at 20 µM; 350,000 compounds, 0.32% hits; AID 504720, 2011; in the data active means activation above about 50%
Target sequence (P0AE70 whole entry, looked up): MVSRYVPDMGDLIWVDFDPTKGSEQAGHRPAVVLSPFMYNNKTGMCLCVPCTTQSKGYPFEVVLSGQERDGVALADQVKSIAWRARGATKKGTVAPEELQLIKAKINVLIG
Starred values were filed as active, the others as inactive; ? = inconclusive; nt = no result given; & = joins results of further samples. Unless noted, no stated cut-off is given here; in the data, active means inhibition above about 30%; inactive means the rest.

SMILES	GDH-TPI counter	Mtb FBA inh	CCHF vOTU inh	BioA inh	FadD28 binding	BoNT-F LC inh	DUSP3 inh	UGM FP inh	Rv3671c protease	MazF activator
COc1cccc(-c2cc(C(=O)N3CCN(S(=O)(=O)c4ccc(Br)cc4)CC3)[nH]n2)c1	0	-1	-6	-0.4	-1.2	9	32	0.2	-11	13
Cc1ccc(-n2ncc(C(=O)Nc3cc(Cl)ccc3C)c2C2CCNCC2)cc1C	10	0	11	1.3	0.6	-8	6	-0.7	-9	10
CCc1ccc(NC(=S)N2CCN(C)CC2)cc1	16	0	10	-1.0	-1.3	6	19	-1.2	-1	3
O=C(CSc1ncnc2c1cnn2-c1ccccc1)NCC1CCCO1 (configuration not stated)	-3	-2	1	2.5	-3.6	-11	nt	3.0	-5	0
COc1cc(/C(C#N)=C/c2cccc3ccccc23)c([N+](=O)[O-])cc1OC	14	2	-2	nt	-0.9	1	-6	1.6	2	12
CCCSc1nnc2n(C)c(=O)c3c4c(sc3n12)CCC4	-3	1	14	2.8	-3.8	-7	29	-1.5	2	3
O=c1c(Cc2ccc(Cl)cc2Cl)c(O)ccn1CCCN1CCOCC1	3	0	13	nt	-3.3	5	32	3.0	1	-3
O=C1CCCN1C(=O)CSc1ncnc2sccc12	1	1	23	nt	-1.2	?	nt	nt	nt	3
Cc1ccsc1/C=N/NC(=O)CNC(=O)c1c(F)cccc1Cl	8	3	17	-2.2	0.1	-1	-7	-2.7	9	6
COc1ccc(NC(=S)N2CCNC(=O)C2CC(=O)Nc2ccc(C)cc2)cc1 (configuration not stated)	-6	-10	-5	0.3	-2.4	2	9	3.1	15	5

Structures shown so far that contain a halogen:
SMILES	GDH-TPI counter	Mtb FBA inh	CCHF vOTU inh	BioA inh	FadD28 binding	BoNT-F LC inh	DUSP3 inh	UGM FP inh	Rv3671c protease	MazF activator
COc1cccc(-c2cc(C(=O)N3CCN(S(=O)(=O)c4ccc(Br)cc4)CC3)[nH]n2)c1	0	-1	-6	-0.4	-1.2	9	32	0.2	-11	13
Cc1ccc(-n2ncc(C(=O)Nc3cc(Cl)ccc3C)c2C2CCNCC2)cc1C	10	0	11	1.3	0.6	-8	6	-0.7	-9	10
O=c1c(Cc2ccc(Cl)cc2Cl)c(O)ccn1CCCN1CCOCC1	3	0	13	nt	-3.3	5	32	3.0	1	-3
Cc1ccsc1/C=N/NC(=O)CNC(=O)c1c(F)cccc1Cl	8	3	17	-2.2	0.1	-1	-7	-2.7	9	6

More records:
SMILES	GDH-TPI counter	Mtb FBA inh	CCHF vOTU inh	BioA inh	FadD28 binding	BoNT-F LC inh	DUSP3 inh	UGM FP inh	Rv3671c protease	MazF activator
CCn1c(CNC(=O)COc2ccc(C(C)C)cc2)nnc1SCC(=O)Nc1ccccc1F	5	-1	-4	2.8	-1.6	-4	-6	0.9	-6	0
C[C@@H]1CN([C@H](C)CO)C(=O)CCCn2nncc2CO[C@@H]1CN(C)C(=O)Nc1ccnc(N2CCOCC2)c1	-2	6	-7	0.0&1.2	-0.3	2	nt	nt	nt	8
COc1cccc(NC(=O)CSc2nnc(C)s2)c1	0	0	-3	2.4	-3.4	4	-16	4.5	2	7
Nc1nnc(SCc2ccc(F)cc2)s1	-1	1	-5	-1.9	-3.3	-1	1	-0.3	11	-1
CC1(C(=O)NS(=O)(=O)c2cccs2)CCN1C(=O)c1ccco1 (configuration not stated)	-1	7	-5	-0.7	0.5	-6	nt	nt	nt	nt
C/C=C/Cn1c(SCc2ccc(C)cc2)nc2c1c(=O)[nH]c(=O)n2C	12	5	5	-2.0	-0.4	-16	18	0.4	0	-30
CCC(=O)c1ccc(OCC(=O)N2CCCC2)c(OC)c1	-6	1	-7	nt	-4.0	-5	-5	0.7	-1	11
O=c1ccc(Cl)cn1Cc1ccccc1F	-9	-3	3	nt	-3.8	-3	-10	0.4	-6	-2
CCOC(=O)c1c(NC(=O)c2cc(CC(C)C)on2)sc(C(C)=O)c1C	0	-1	-4	-2.6	-2.2	-2	2	-2.6	7	-65
CN(Cc1ccccn1)C(=O)C1CCC(=O)N(CCc2ccc(Cl)cc2)C1 (configuration not stated)	-4	-2	-5	-0.3	-1.0	-11	61	3.8	2	0

Compounds listed so far with an aryl thioether with sulfur outside any ring (seven):
SMILES	GDH-TPI counter	Mtb FBA inh	CCHF vOTU inh	BioA inh	FadD28 binding	BoNT-F LC inh	DUSP3 inh	UGM FP inh	Rv3671c protease	MazF activator
O=C(CSc1ncnc2c1cnn2-c1ccccc1)NCC1CCCO1 (configuration not stated)	-3	-2	1	2.5	-3.6	-11	nt	3.0	-5	0
CCCSc1nnc2n(C)c(=O)c3c4c(sc3n12)CCC4	-3	1	14	2.8	-3.8	-7	29	-1.5	2	3
O=C1CCCN1C(=O)CSc1ncnc2sccc12	1	1	23	nt	-1.2	?	nt	nt	nt	3
CCn1c(CNC(=O)COc2ccc(C(C)C)cc2)nnc1SCC(=O)Nc1ccccc1F	5	-1	-4	2.8	-1.6	-4	-6	0.9	-6	0
COc1cccc(NC(=O)CSc2nnc(C)s2)c1	0	0	-3	2.4	-3.4	4	-16	4.5	2	7
Nc1nnc(SCc2ccc(F)cc2)s1	-1	1	-5	-1.9	-3.3	-1	1	-0.3	11	-1
C/C=C/Cn1c(SCc2ccc(C)cc2)nc2c1c(=O)[nH]c(=O)n2C	12	5	5	-2.0	-0.4	-16	18	0.4	0	-30

Continued.
SMILES	GDH-TPI counter	Mtb FBA inh	CCHF vOTU inh	BioA inh	FadD28 binding	BoNT-F LC inh	DUSP3 inh	UGM FP inh	Rv3671c protease	MazF activator
CN(C)C1(CNC(=O)C2CCC(=O)N(CCc3ccc(Cl)cc3)C2)CCCCC1 (configuration not stated)	-2	-1	-2	-0.4	-0.9	2	18	-1.5	4	7
Cc1ccc(C(=O)NC2CCN(S(=O)(=O)c3ccccc3)CC2)cc1	7	1	12	nt	-1.6	-3	9	1.3	1	4
Cn1c(=O)c2c(nc(CN3CCN(c4cccc(Cl)c4)CC3)n2CCc2ccccc2)n(C)c1=O	-3	-1	-3	-2.7	-2.0	-4	nt	0.1	-5	2
O=C(Nc1nccs1)c1sc2cc(Cl)ccc2c1Cl	34*	-4	-1	-5.3	-1.0	-4	12	3.0	-11	-12
C[C@@H]1NS(=O)(=O)[C@H]2C[C@@H]3C=C[C@]2(O3)[C@H]1OC(=O)c1ccc(C(C)(C)C)cc1	2	5	-4	-0.9	-1.5	-2	nt	1.1	-6	9
Cc1cc(S(=O)(=O)N(Cc2ccc3c(c2)OCO3)CC2CCCO2)ccc1-n1cnnn1 (configuration not stated)	1	-3	2	3.2	-2.6	-5	3	-0.1	2	-2
Cn1c(=NC(=O)C2CC2)sc2cccc(F)c21	5	-2	22	-3.7	-1.7	-11	36	0.7	5	7

Screening results from PubChem BioAssay.

Hits appear at their usual frequency, and some 4.9% of all compounds hit somewhere here.
